# Assay outcomes: PubChem, NCI
# yeast rad50: NCI yeast anticancer drug screen, S. cerevisiae rad50 strain | 79,000 compounds, 10% hits | AID 155, 2004 | % growth inhibition at 50 µM;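 also: 0% = growth of vehicle-only cultures of the same strain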
#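 A DNA repair-deficient yeast mutant serves as the test organism; compound-induced growth inhibition is calculated against vehicle-treated cells.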
# yeast sgs1 mgt1: NCI yeast anticancer drug screen, S. cerevisiae sgs1 mgt1 strain | % growth inhibition at 50 µM | 78,000 compounds, 10% hits | AID 161, 2004;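 also: 0% = growth of vehicle-only cultures of the same strain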
#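 This yeast growth screen uses a strain with defined DNA-repair lesions; compound-treated growth is compared with vehicle-treated growth.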
# mec2-1: NCI yeast anticancer drug screen, S. cerevisiae mec2-1 strain; AID 157, 2004; % growth inhibition at 50 µM; 79,000 compounds, 9% hits;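 also: 0% = growth of vehicle-only cultures of the same strain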
#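 mec2-1 yeast strain, carrying an alteration in DNA damage repair or cell cycle control, was exposed to compounds; growth inhibition was measured relative to vehicle-treated controls.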
# mlh1 rad18: NCI yeast anticancer drug screen, S. cerevisiae mlh1 rad18 strain; 79,000 compounds, 11% hits; % growth inhibition at 50 µM; AID 175, 2004;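 also: 0% = growth of vehicle-only cultures of the same strain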
#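 Growth inhibition of the yeast strain was measured after compound exposure and expressed relative to vehicle-treated controls. The strain carries defined defects in DNA damage repair.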
# yeast bub3: NCI yeast anticancer drug screen, S. cerevisiae bub3 mutant strain | % growth inhibition at 50 µM | 78,000 compounds, 9.9% hits | AID 167, 2004;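 also: 0% = growth of vehicle-only cultures of the same strain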
#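 In this screen, a yeast mutant lacking normal mitotic checkpoint function is challenged with compound. Relative growth versus vehicle gives the inhibition value.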
# cln2 rad14: NCI yeast anticancer drug screen, S. cerevisiae cln2 rad14 strain. 78,000 compounds, 8.3% hits. % growth inhibition at 50 µM. AID 165, 2004;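 also: 0% = growth of vehicle-only cultures of the same strain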
#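 Relative to vehicle controls, growth inhibition of compound-treated cln2 rad14 yeast was recorded.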
# Active calls of the source: *; / = no result given; & = joins results of further samples. Rule as the data show it: active = growth inhibition above about 70%; inactive = the rest. This is a random part of the collection; 14% or so of the library scored in one or more.
SMILES,yeast rad50,yeast sgs1 mgt1,mec2-1,mlh1 rad18,yeast bub3,cln2 rad14
CC1SC(=S)NC1=O (stereo not drawn),-16,-11,-2,-1,-11,-2
CS(=O)(=O)CC1=Nc2nnc(CCCCCCCc3nnc4n3C(=O)C(CS(C)(=O)=O)=N4)n2C1=O,-17,6,5,-8,-5,-12
C(=Nc1ccc2c(c1)Cc1ccccc1-2)c1ccc2c(c1)OCO2,9,10,-10,15,3,-2
S=c1[nH]nc(Nc2cccc3ccccc23)s1,18,/,-14,38,/,/
O=C(c1ccccc1)N(N=C(c1ccc([N+](=O)[O-])cc1)c1ccc([N+](=O)[O-])cc1)c1ccccc1,25,-7,15,11,5,-6
CCCCCCCCCCCCCCCCC(C)=O,2,5,21,-12,22,-17
O=C1CC(c2ccc([N+](=O)[O-])cc2)=Nc2ccccc2N1,18,6,-10,-8,-13,6
CC(=O)Nc1c(C)ccc(C)c1C(=O)O,4,8,-1,12,14,1
Cc1cc(NS(=O)(=O)c2ccc(NC(NC(=O)OC(C)C)(C(F)(F)F)C(F)(F)F)cc2)nc(C)n1,0,-10,-16,29,1,9
C=C1C(=O)OC2/C=C(/CO)C3OC3C3OC3(C)CC(OC(=O)/C(C)=C\COC(C)=O)C12 (stereo not drawn),19,21,-5,1,-8,-19
Cc1ccncc1S(=O)(=O)O,15,2,9,2,2,-12
Cc1ccc(C)c(NC(=O)NCc2ccc(Cl)cc2)c1,-8,-11,-41,10,-58,13
CC(=O)/C=C/N1CCOCC1,3,-10,-10,-6,20,-17
O=C(c1ccccc1)C(c1ccccc1)n1nc2c(c1-c1ccccc1)CCCC2 (stereo not drawn),84*,84*,87*,91*,86*,88*
CC(O)C1NC(=S)N(c2ccccc2)C1=O (stereo not drawn),17,21,21,46,-14,-20
OC(CBr)c1cc(-c2ccc(Cl)cc2)nc2c(-c3ccccc3)cccc12 (stereo not drawn),-3,-4,4,29,2,-25
O=C(O)C1CCCCN1/N=C/c1ccccc1 (stereo not drawn),16,-2,7,22,-31,-14
c1ccc(CNC2CC3CCC2C3)cc1 (stereo not drawn),-18,-11,-6,-1,-16,-5
CCCCCCCCCCCCCCCCCC(=O)Nc1ccc(O)cc1,10,11,-3,6,-3,-4
c1ccc(C2Nc3ccccc3NC2c2ccccc2)cc1 (stereo not drawn),30,24,6,57,61,21
COC1OC2COCOC2C(OS(=O)(=O)c2ccc(C)cc2)C1OS(=O)(=O)c1ccc(C)cc1 (stereo not drawn),-8,-11,-4,3,-2,-50
Nc1ncnc2[nH]ncc12,-1,37,26,14,5,-3
CCCC#CC(O)(C(=O)OC1CCN(C)CC1)C1CCCCC1 (stereo not drawn),63,66,45,54,58,53
CC1CCN(CCOC(=O)c2ccc(OC(C)C)cc2)C1 (stereo not drawn),8,24,13,12,11,-10
C/C(O)=C(\C=N\C(N)=S)C(=O)Nc1ccccc1C,-47,-36,-55,22,-33,2

# Next structures follow:
SMILES,yeast rad50,yeast sgs1 mgt1,mec2-1,mlh1 rad18,yeast bub3,cln2 rad14
CC#CCCC1CCCCNC1=O (stereo not drawn),1,27,-17,4,26,12
Cc1nc2cc3ccccc3cc2s1,20,13,7,27,10,13
Cc1cccc(C(=O)NCCN(C)C)c1[N+](=O)[O-],6,1,-21,3,-16,15
O=C1C=CC(=Nc2ccc3c(c2)C(O)c2ccccc2-3)O1 (stereo not drawn),25,29,15,1,17,16
Cc1cccc(CCc2cccc(C)n2)n1,4,0,5,5,0,-33
COc1ccc2[nH]c(=O)c(CO)c(CO)c2c1,0,-1,-12,4,1,-26
Cc1ccc2nc(-c3ccc(CSC(=N)N)cc3)oc(=O)c2c1,40,46,44,42,19,21
COC(=O)CCC(=O)NCC(=O)OCc1ccccc1,1,-14,-2,19,-12,3
Cc1ccc(CO)cc1C,5,-2,-8,0,-1,-7
COc1ccc(/C(=C(/c2ccc(OC)cc2)C2CC2)C2CC2)cc1,-5,11,7,11,5,-15
O=C(Cl)C1C2C=CC(C2)C1C(=O)Cl (stereo not drawn),3,-2,-20,3,16,-9
CC1(C)CCCC(C)(C2CCC3(C)C2C(O)CC2C4(C)CCC(O)C(C)(C)C4C(O)CC23C)O1 (stereo not drawn),9,-23,-26,7,-33,4
O=C(Oc1ccccc1)Oc1c(Cl)cc([N+](=O)[O-])cc1[N+](=O)[O-],25,5,1,16,0,11
Cc1cc(=NO)cc(C)n1O,44,55,21,8,4,-3
Oc1ccc(Oc2cc3c(cc2Oc2ccc(O)cc2)-c2nc-3nc3[nH]c(nc4nc(nc5[nH]c(n2)c2cc(Oc6ccc(O)cc6)c(Oc6ccc(O)cc6)cc52)-c2cc(Oc5ccc(O)cc5)c(Oc5ccc(O)cc5)cc2-4)c2cc(Oc4ccc(O)cc4)c(Oc4ccc(O)cc4)cc32)cc1,-95,-119,-57,-104,-81,-100
C=C1C(=O)C23CC[C@H]4C(C)(CCC[C@]4(C)C(=O)O)[C@@H]2CCC1C3 (stereo partly drawn),90*,93*,94*,93*,92*,88*
O=C(Cc1ccccc1)NCc1ccco1,-3,-12,9,7,-7,-11
C[C@]12CCC3[C@@H](CC[C@@H]4c5nonc5CC[C@]34C)C1CCC(=O)N2 (stereo partly drawn),50,52,-5,25,32,-4
Cc1cnc(Sc2ncccc2[N+](=O)[O-])[nH]c1=O,-7,29,43,28,-3,26
S=C1N=C(Cl)/C(=C\c2ccccc2)N1,-5,3,-24,-14,12,24
N#CC1(c2ccccc2)OC1(C#N)c1ccccc1 (stereo not drawn),3,-5,-15,-8,-11,-22
CC(=O)OCC(=O)[C@@]1(O)CC[C@H]2[C@@H]3C[C@H](Cl)C4=CC(=O)C=C[C@]4(C)[C@H]3C(=O)C[C@@]21C,15,48,3,40,-8,50
C=C1ON(C)C(c2ccccc2)C1S(=O)(=O)c1ccccc1 (stereo not drawn),-16,10,25,34,-47,-57
CC(C)OC1=C(Cl)C(=O)c2c(cccc2[N+](=O)[O-])C1=O,27,99*,99*,71*,98*,88*
CC1CCCC(CCO)CC1 (stereo not drawn),12,6,6,6,16,0

# Entries of single compounds, looked up by structure. Values in the order: yeast rad50 | yeast sgs1 mgt1 | mec2-1 | mlh1 rad18 | yeast bub3 | cln2 rad14
# Record of `COc1ccc2[nH]c(=O)c(CO)c(CO)c2c1` → 0 | -1 | -12 | 4 | 1 | -26
# Record of `O=C(Oc1ccccc1)Oc1c(Cl)cc([N+](=O)[O-])cc1[N+](=O)[O-]` → 25 | 5 | 1 | 16 | 0 | 11

# More structures:
SMILES,yeast rad50,yeast sgs1 mgt1,mec2-1,mlh1 rad18,yeast bub3,cln2 rad14
CCCCOC1CC2c3ccccc3C1c1cccc[n+]12 (stereo not drawn),5,0,2,3,-6,4
CC1(C)[C@@H]2CC[C@]1(C)[C@H](OC(=O)/C=C/c1ccccc1)C2,2,-11,-40,-2,-16,8
CCOC(CN(CC)CC)OCC,-7,-5,-28,2,-22,7
CCCC(C)C(=O)OCCOC (stereo not drawn),3,-3,-5,0,4,-19
CC(=O)Oc1cccc2ccc(=O)[nH]c12,-5,-22,-2,-1,3,8
c1ccc2c(-c3cc(-c4cc(-c5cccc6ccccc56)on4)no3)cccc2c1,-7,-4,21,1,-6,52
NC(CCC(N)C(=O)c1ccccc1)C(=O)c1ccccc1 (stereo not drawn),-12,4,-8,12,-9,7
O=c1[nH]cc(CS(=O)(=O)Cc2c[nH]c(=O)[nH]c2=O)c(=O)[nH]1,6,-6,-10,11,-12,-24
CC12CCC3[C@@H](CC3(C)C)C(O)(CCC1=O)C2 (stereo partly drawn),-10,-11,-9,-57,-5,-24
Cc1ccc(Br)c2c1CCC2=O,2,1,-5,2,-23,-52
CCCCCCCCCC#N,12,8,-8,12,-1,7
COC1CC(OCc2ccc(Br)cc2)C(COC(c2ccccc2)(c2ccccc2)c2ccccc2)O1 (stereo not drawn),38,35,-4,3,-4,7
O=C1C=CC(=O)C(CNc2ccc(C(=O)OC34CC5CC(CC(C5)C3)C4)cc2)=C1Br,-19,2,-22,-32,-23,13
CCOC(=O)COc1ccc(Cl)cc1C,12,-2,-5,-17,7,4
C=CC(O)C(C)C (stereo not drawn),11,-3,-8,3,-2,-3
N#Cc1ccc(OC(=O)c2ccc(N=C(N)N)cc2)cc1,52,-17,15,36,9,-7
Oc1ccc(O)c2nc3ccccc3nc12,51,24,34,76*,68,-2
COc1cc(C2c3cc4c(cc3OC3(O)CCCC23)OCO4)cc(OC)c1OC (stereo not drawn),-1,2,4,-2,3,-25
CC(=O)c1cc(Cl)ccc1OCC(=O)O,-1,17,6,17,-5,11
O=C1C2CCCC3CCCC(C(=O)N1NC1CCCCC1)C32 (stereo not drawn),39,28,29,49,53,30
CCCOC(=O)CCCCCC1CCCCC1,15,-6,6,8,-8,-33
COc1nc2nc(C(O)C(O)CO)cnc2c(=O)n1C (stereo not drawn),4&-17&-6&-19,-11&-16&4&-5,-7&-11&-9&-3,/,7&8&-8&-7,/
NC(=S)c1ccccn1,19,33,11,27,2,-22
Nc1ccc(F)c(Cl)c1F,-11,-14,-8,-2,-2,-25
O=C(Nc1ccccc1[N+](=O)[O-])c1ccccc1,44,23,14,19,18,8

# The list continues.
SMILES,yeast rad50,yeast sgs1 mgt1,mec2-1,mlh1 rad18,yeast bub3,cln2 rad14
CCCC(CCC)(C(=O)O)C(=O)O,-10,-12,-25,12,-18,28
CCCCCCCCCCCc1nc(N)n[nH]1,97*,81*,97*,93*,96*,76*
CCCCC(CC)COC(=O)COc1ccc(C(C)c2ccc(OCC(=O)OCC(CC)CCCC)cc2)cc1 (stereo not drawn),-7,8,10,-38,3,-4
OCC1CCCCCCC1,-4,-3,-20,-10,-4,18
CC(C)C1=CC[C@H]2C(=C1)CC[C@@H]1[C@]2(C)CCC[C@@]1(C)C(=O)O,79*,75*,84*,77*,78*,87*
O=C(CCN1CCCCC1)Nc1ccc(F)c(Cl)c1,-12,23,-23,-4,6,16
CCOC(=O)c1ccc(O)cc1,2,-40,-12,-14,2,-6
N#CC(C#N)=CN1CCCCC1,-16,-12,-5,-18,-6,18
CCN1CCC(c2ccccc2)(c2ccccc2)C1=N,8,6,-7,4,8,-10
C/C=C1\CC(C)(CC)C(C#N)(C#N)C(N)=C1C#N (stereo not drawn),-6,-4,10,-29,51,3
CC(=O)OC(C)c1cc2c(s1)C(=O)c1sccc1C2=O (stereo not drawn),89*,89*,91*,89*,89*,89*
c1ccc(Cn2c(-c3ccccc3)c[n+]3ccccc23)cc1,-11,5,-10,-6,10,-49
O=C1CCCC2OC12 (stereo not drawn),-18,-20,-1,-9,1,-1
CN(C)CCSc1nc2ccccc2o1,12,28,21,33,17,21
O=C(O)c1c[nH]c2c(C(F)(F)F)cccc2c1=O,-8,-5,-18,-3,-10,16
COc1ccc(COc2ccc(OC)cc2)cc1,9,11,-13,-2,10,-43
COc1ccc(C(=O)/C=C/c2ccccc2O)c(O)c1,23,21,28,24,13,-48
Cc1ccc(CC(N)C(=O)O)cc1 (stereo not drawn),21,32,8,19,4,7
COC(=O)/C=C(\C(=O)OC)C(C(=O)c1ccccc1)=P(c1ccccc1)(c1ccccc1)c1ccccc1,-10,-4,9,1,4,-26
Cc1c[n+](=O)ccn1[O-],11,-2,14,6,44,18

# At a glance, part of the list above.
SMILES,yeast rad50,yeast sgs1 mgt1,mec2-1,mlh1 rad18,yeast bub3,cln2 rad14
CCCC(CCC)(C(=O)O)C(=O)O,-10,-12,-25,12,-18,28
CCCCCCCCCCCc1nc(N)n[nH]1,97*,81*,97*,93*,96*,76*
CCCCC(CC)COC(=O)COc1ccc(C(C)c2ccc(OCC(=O)OCC(CC)CCCC)cc2)cc1 (stereo not drawn),-7,8,10,-38,3,-4
OCC1CCCCCCC1,-4,-3,-20,-10,-4,18
CC(C)C1=CC[C@H]2C(=C1)CC[C@@H]1[C@]2(C)CCC[C@@]1(C)C(=O)O,79*,75*,84*,77*,78*,87*
O=C(CCN1CCCCC1)Nc1ccc(F)c(Cl)c1,-12,23,-23,-4,6,16
CCOC(=O)c1ccc(O)cc1,2,-40,-12,-14,2,-6
N#CC(C#N)=CN1CCCCC1,-16,-12,-5,-18,-6,18
CCN1CCC(c2ccccc2)(c2ccccc2)C1=N,8,6,-7,4,8,-10
C/C=C1\CC(C)(CC)C(C#N)(C#N)C(N)=C1C#N (stereo not drawn),-6,-4,10,-29,51,3
CC(=O)OC(C)c1cc2c(s1)C(=O)c1sccc1C2=O (stereo not drawn),89*,89*,91*,89*,89*,89*
c1ccc(Cn2c(-c3ccccc3)c[n+]3ccccc23)cc1,-11,5,-10,-6,10,-49
O=C1CCCC2OC12 (stereo not drawn),-18,-20,-1,-9,1,-1
CN(C)CCSc1nc2ccccc2o1,12,28,21,33,17,21
O=C(O)c1c[nH]c2c(C(F)(F)F)cccc2c1=O,-8,-5,-18,-3,-10,16
COc1ccc(COc2ccc(OC)cc2)cc1,9,11,-13,-2,10,-43
COc1ccc(C(=O)/C=C/c2ccccc2O)c(O)c1,23,21,28,24,13,-48
